Compound activity from PubChem BioAssay.
PME-1 inh = blocks human protein phosphatase methylesterase 1; Q9Y570; recombinant PME-1, FP-Rh probe fluorescence polarization; inhibition, % at 5.9 µM; hit rate 0.53% among 320,000;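 active = inhibition above the campaign mean of all compounds plus 3 SD, cut at about 26% in these data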;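 note: competitive labeling of PME-1 active site by serine hydrolase directed probe; 0% = PME-1 with DMSO and 100% = wells lacking PME-1 enzyme; inhibitors block probe labeling so polarization falls and inhibition rises; many of its hits are not listed in these tables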
PAFAH1B2 inh = inhibitors of human PAFAH1B2; P68402; recombinant PAFAH1B2, FP-rhodamine activity probe, fluorescence polarization; inhibition, % at 3.39 µM; hit rate 1.2% among 340,000;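 active = inhibition above the mean of all tested compounds plus 3 SD, cut at about 24% in these data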;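 note: 0% = enzyme with DMSO and 100% = wells lacking PAFAH1B2; many of its hits are not listed in these tables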
Target sequence (P68402 whole entry, looked up): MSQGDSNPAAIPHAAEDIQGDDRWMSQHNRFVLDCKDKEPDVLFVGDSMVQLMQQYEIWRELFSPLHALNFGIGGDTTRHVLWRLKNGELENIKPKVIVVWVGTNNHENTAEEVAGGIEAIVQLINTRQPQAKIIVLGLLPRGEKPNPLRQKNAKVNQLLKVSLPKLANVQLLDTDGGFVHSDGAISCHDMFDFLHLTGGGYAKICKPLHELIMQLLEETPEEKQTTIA
pPAFAH inh = pPAFAH (human) enzyme inhibition | hit rate 1.5% among 330,000 | AID 463082 | Q13093 | inhibition, % at 3.39 µM | recombinant pPAFAH, FP-rhodamine probe fluorescence polarization;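 active = inhibition above the mean inhibition across the screen plus 3 SD, cut at about 25% in these data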;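 note: inhibitors block binding of the rhodamine activity-based probe so polarization drops; 0% = enzyme with DMSO and 100% = wells lacking pPAFAH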
LYPLA1 inh = LYPLA1 (human) inhibition in PME1 counter-screen; O75608; recombinant LYPLA1, FP-Rh probe fluorescence polarization; inhibition, % at 5.9 µM; hit rate 0.16% among 320,000;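 active = inhibition above the mean of all tested compounds plus 3 SD, set per campaign, cut at about 14% in these data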;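 note: inhibitors block serine hydrolase probe labeling of LYPLA1 so polarization falls; 0% = enzyme with DMSO and 100% = wells lacking LYPLA1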
Target sequence (O75608 whole entry, looked up): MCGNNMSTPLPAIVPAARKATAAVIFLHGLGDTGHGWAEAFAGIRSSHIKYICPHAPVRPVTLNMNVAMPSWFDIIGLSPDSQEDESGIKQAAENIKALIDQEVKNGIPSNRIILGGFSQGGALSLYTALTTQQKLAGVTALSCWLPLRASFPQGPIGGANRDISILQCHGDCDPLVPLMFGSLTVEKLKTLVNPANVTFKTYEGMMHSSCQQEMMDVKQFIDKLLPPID
PAD4 inh = inhibitors of human PAD4; Q9UM07; recombinant PAD4, RCA probe fluorescence polarization; inhibition, % at 6.36 µM; hit rate 0.41% among 330,000;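 active = percent inhibition above a cutoff equal to the mean of all tested compounds plus 3 SD, cut at about 15% in these data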;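 note: 0% = PAD4 with RCA probe and DMSO and 100% = probe without PAD4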
GSTO1 counter = counter-screen for RBBP9 inhibitors: inhibitors of human GSTO1; P78417; recombinant GSTO1, activity-based probe fluorescence polarization; inhibition, % at 5.96 µM; hit rate 1.1% among 300,000; AID 1974;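 active = inhibition above the campaign mean inhibition plus 3 SD, cut at about 35% in these data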;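 note: 0% = GSTO1-1 with DMSO and 100% = wells lacking GSTO1-1 enzyme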
Target sequence (P78417 whole entry, looked up): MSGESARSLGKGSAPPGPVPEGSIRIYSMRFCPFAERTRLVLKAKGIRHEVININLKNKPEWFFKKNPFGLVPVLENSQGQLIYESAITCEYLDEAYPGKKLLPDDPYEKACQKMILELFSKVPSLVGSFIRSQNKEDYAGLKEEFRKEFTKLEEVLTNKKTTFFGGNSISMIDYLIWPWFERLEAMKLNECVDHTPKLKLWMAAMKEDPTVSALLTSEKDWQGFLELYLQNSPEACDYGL
PAFAH1B3 FP inh = PAFAH1B3 (human) inhibition; AID 492972; Q15102; inhibition, % at 3.39 µM; hit rate 0.28% among 340,000; recombinant PAFAH1B3, FP-rhodamine probe, fluorescence polarization;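 active = inhibition above the screen-wide average of all tested compounds plus 3 SD, cut at about 25% in these data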;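 note: 0% = enzyme with DMSO only and 100% = wells lacking PAFAH1B3 protein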
Target sequence (Q15102 whole entry, looked up): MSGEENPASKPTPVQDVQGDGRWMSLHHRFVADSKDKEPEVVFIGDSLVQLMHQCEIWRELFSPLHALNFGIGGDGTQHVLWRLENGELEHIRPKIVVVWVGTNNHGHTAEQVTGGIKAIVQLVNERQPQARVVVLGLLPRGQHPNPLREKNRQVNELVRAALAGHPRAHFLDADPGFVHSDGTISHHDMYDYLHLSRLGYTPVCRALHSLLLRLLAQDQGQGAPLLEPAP
Fam108B counter = blocks mouse Fam108B hydrolase in RBBP9 counter-screen; recombinant Fam108B, FP-Rh probe fluorescence polarization; inhibition, % at 9.51 µM; hit rate 0.33% among 300,000;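 active = inhibition above the screen mean inhibition plus 3 SD, computed separately per campaign, cut at about 18% in these data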;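 note: inhibitors lower polarization as less probe binds the enzyme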
PAFAH2 FP inh = PAFAH2 (human) inhibition; Q99487; recombinant PAFAH2, FP-rhodamine activity probe, fluorescence polarization; inhibition, % at 3.39 µM; hit rate 0.99% among 340,000; AID 492956;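 active = inhibition above the mean over all tested compounds plus 3 SD, cut at about 30% in these data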;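 note: inhibitors block probe labeling of enzyme so polarization drops; 0% = enzyme with DMSO and 100% = wells lacking PAFAH2 protein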
Numbers without * were called inactive; x = no result given.

Compound	PME-1 inh	PAFAH1B2 inh	pPAFAH inh	LYPLA1 inh	PAD4 inh	GSTO1 counter	PAFAH1B3 FP inh	Fam108B counter	PAFAH2 FP inh
CCCCn1c(N)c(N(CC(C)C)C(=O)CSCC(=O)Nc2cccc(C)c2)c(=O)[nH]c1=O	3	2	-1	0	-1	-4	9	-5	1
CCOC(=O)c1sc(=S)n(-c2ccc3c(c2)OCO3)c1N	5	-3	6	-4	-2	10	-1	3	8
CC(=O)c1ccc(NC(=O)CCc2nnc3ccc(NCc4ccco4)nn23)cc1	-6	1	-1	0	2	2	9	2	4
CC(C)=C1SC(N2CCN(c3ccc(C)cc3)CC2)=NC1=O	-1	3	7	0	2	4	-6	1	3
CCN(CC(=O)Nc1ccc2c(c1)OCCO2)C(=O)C1CC(=O)N(c2ccc(OC)cc2OC)C1 (centres undefined)	0	2	-4	1	-7	1	1	1	-1
O=C(C1CCCO1)N1CCN(C(=S)Nc2ccc(Cl)cc2)CC1 (centres undefined)	2	8	2	-3	-3	-2	-1	-2	-5
COc1cccc(/C=N/n2c(N)c(S(=O)(=O)c3cccs3)c3nc4ccccc4nc32)c1	2	3	1	2	0	2	-4	-2	-13
COC(=O)c1c(NC(=O)C2CC(=O)NN2Cc2ccccc2)sc(C)c1C (centres undefined)	-8	3	3	-1	-3	-3	5	1	4
CC(=O)C1C(=O)C=C(c2ccco2)CC1c1ccccc1 (centres undefined)	-3	9	10	0	-4	1	11	0	8
COc1ccc(C(=O)OCC(=O)NC23CC4CC(CC(C4)C2)C3)c(OC)c1OC	7	11	23	1	4	x	10	x	86*
C/C(=N\NC(=S)Nc1ccc(C)c(C)c1)c1ccc(N2CCOCC2)cc1	13	3	3	-3	-6	3	16	7	9
CC(=O)OCC(=O)Nc1ccccc1OC(F)F	-1	1	5	3	2	2	-1	2	8
COc1ccc(N(CC(=O)NC2CCCCCC2)S(=O)(=O)c2c(C)nn(C)c2C)cc1	-8	4	11	2	-1	0	7	5	8
C=CCNC(=S)NN=C1CCC(c2ccccc2)CC1 (centres undefined)	4	8	0	-1	-3	-2	-1	1	5
CCOC(=O)N1CCC(N(C(=O)Nc2ccc(CC)cc2)C(C)CC)CC1 (centres undefined)	-10	-1	-2	-4	-5	3	10	0	8
Cc1ccccc1NC(=S)N/N=C/C(C)c1ccccc1 (centres undefined)	-1	12	4	1	0	4	9	-5	1
COc1ccc(N(C(=O)CNC(=O)c2cccs2)C(C(=O)NCC2CCCO2)c2ccccc2)cc1 (centres undefined)	-4	2	0	3	-6	0	10	0	-1
Cc1cc(C(=O)COC(=O)c2ccc[nH]c2=O)c(C)n1-c1ccccc1	7	3	4	-2	0	4	6	5	1
COc1ccc(CCN2CC(C(=O)NC3CCCCC3)CC2=O)cc1OC (centres undefined)	0	3	1	1	-4	-3	3	0	1
Cc1ccc([N+](=O)[O-])cc1NC(=O)C(C)Sc1nnc(C)n1CC1CCCO1 (centres undefined)	0	0	2	3	5	14	-2	3	-2
CCN(CC(=O)Nc1ccccc1OC)C(=O)/C=C/c1cccs1	7	2	1	3	1	0	6	-2	8
COc1ccc(C2=NS(=O)(=O)N(C)C(C(=O)N(C)Cc3ccccc3)=C2)cc1	-4	6	1	1	-3	-1	9	-2	8
Cc1cc(C)nc(/N=C(\N)Nc2ccc(S(=O)(=O)Nc3nc(C)cc(C)n3)cc2)n1	2	x	-3	2	7	0	x	1	x
O=C(NCc1nc2ccccc2[nH]1)C1=C[C@H](C2CCCCC2)C[C@H](OCCCCO)O1	0	3	-7	-4	-6	2	0	-4	-4

Twelve entries already listed, ordered by molecular weight, rising:
Compound	PME-1 inh	PAFAH1B2 inh	pPAFAH inh	LYPLA1 inh	PAD4 inh	GSTO1 counter	PAFAH1B3 FP inh	Fam108B counter	PAFAH2 FP inh
CC(=O)OCC(=O)Nc1ccccc1OC(F)F	-1	1	5	3	2	2	-1	2	8
C=CCNC(=S)NN=C1CCC(c2ccccc2)CC1 (centres undefined)	4	8	0	-1	-3	-2	-1	1	5
Cc1ccccc1NC(=S)N/N=C/C(C)c1ccccc1 (centres undefined)	-1	12	4	1	0	4	9	-5	1
CCN(CC(=O)Nc1ccccc1OC)C(=O)/C=C/c1cccs1	7	2	1	3	1	0	6	-2	8
Cc1cc(C(=O)COC(=O)c2ccc[nH]c2=O)c(C)n1-c1ccccc1	7	3	4	-2	0	4	6	5	1
COc1ccc(CCN2CC(C(=O)NC3CCCCC3)CC2=O)cc1OC (centres undefined)	0	3	1	1	-4	-3	3	0	1
CCOC(=O)N1CCC(N(C(=O)Nc2ccc(CC)cc2)C(C)CC)CC1 (centres undefined)	-10	-1	-2	-4	-5	3	10	0	8
C/C(=N\NC(=S)Nc1ccc(C)c(C)c1)c1ccc(N2CCOCC2)cc1	13	3	3	-3	-6	3	16	7	9
Cc1ccc([N+](=O)[O-])cc1NC(=O)C(C)Sc1nnc(C)n1CC1CCCO1 (centres undefined)	0	0	2	3	5	14	-2	3	-2
Cc1cc(C)nc(/N=C(\N)Nc2ccc(S(=O)(=O)Nc3nc(C)cc(C)n3)cc2)n1	2	x	-3	2	7	0	x	1	x
O=C(NCc1nc2ccccc2[nH]1)C1=C[C@H](C2CCCCC2)C[C@H](OCCCCO)O1	0	3	-7	-4	-6	2	0	-4	-4
COc1ccc(N(CC(=O)NC2CCCCCC2)S(=O)(=O)c2c(C)nn(C)c2C)cc1	-8	4	11	2	-1	0	7	5	8

The results go on:
Compound	PME-1 inh	PAFAH1B2 inh	pPAFAH inh	LYPLA1 inh	PAD4 inh	GSTO1 counter	PAFAH1B3 FP inh	Fam108B counter	PAFAH2 FP inh
CC1(C)CC(NC(=O)C(=O)NCCc2ccc(Cl)cc2)CC(C)(C)N1	-7	7	-3	-7	2	-2	4	-4	1
O=C(CN1CCCCCC1)Nc1ccccc1	-4	6	0	-1	-1	4	3	3	9
O=C(NNc1nc2cc3c(cc2s1)OCO3)c1ccc(F)cc1	0	4	12	1	2	3	8	1	3
O=C1SC(Cc2ccccc2)C(=O)N1c1ccccc1 (centres undefined)	0	x	4	1	-2	8	x	3	x
Cc1ccc(C(C[N+](=O)[O-])c2c(C)[nH]n(-c3ccccc3)c2=O)cc1 (centres undefined)	2	5	7	-3	17*	76*	9	5	-7
COc1ccc(/C=C2/S/C(=N/S(=O)(=O)Cc3ccccc3)NC2=O)cc1OC	-14	2	2	0	0	-27	0	1	4
COc1ccc(/C=C/C(=O)OCC(=O)NC(=O)NC(C)(C)C)cc1	-1	8	1	-1	4	5	2	-1	38*
O=C(CCc1nc(-c2ccc(F)cc2)no1)NCc1ccccc1CN1CCOCC1	x	5	-4	x	1	x	3	x	0
CCSCCc1nnc(NC(=O)Nc2cccc(C(F)(F)F)c2)s1	-10	-2	4	-15	-2	-33	-1	-2	0
CCCOc1cccc(CN2CCCCC2c2cccnc2)c1 (centres undefined)	-3	-2	-6	-4	-6	5	8	-1	1
Cc1nc(SCCc2nc3ccccc3[nH]2)c2oc3ccccc3c2n1	x	5	4	x	-2	x	11	x	3
COc1cccc(-c2nnc(-c3ccco3)o2)c1	10	-2	3	2	-6	-2	2	-6	-2
CC(C)Cc1oc(C(=O)O)cc1CN	-1	0	4	2	-1	-4	6	-2	4
Fc1ccccc1Nc1nc(Cl)nc(Cl)n1	-1	0	1	3	-1	6	7	4	0
Cc1ccc(CNC(=O)C(=O)NCC2OCCN2C(=O)c2cccs2)cc1 (centres undefined)	1	8	3	-1	2	4	8	5	7
O=C(CCN1CCOCC1)N1CCCC(Nc2ccc(F)cc2)C1 (centres undefined)	-4	1	1	-2	-1	-1	2	-4	-1
Cc1cc(C)nc(N2CCN(S(=O)(=O)c3ccc(F)cc3)CC2)n1	3	6	-2	0	5	10	11	-5	6
N#CC(C(=O)CCN1C(=O)C2CC=CCC2C1=O)c1nc2ccccc2[nH]1 (centres undefined)	4	1	5	-1	-3	5	11	1	4
O=C(COc1ccccc1)Nc1ccc(S(=O)(=O)N2CCCC2)cc1	0	0	4	4	-3	-2	10	-1	7
CC(Nc1cc(C)cc(C)c1)=[N+](C)CCNS(=O)(=O)c1ccc(Cl)cc1	0	-1	-3	-2	2	6	6	0	4
O=C(NCC1CCCO1)c1ccccc1NC(=O)c1cccc2ccccc12 (centres undefined)	-2	4	-4	-1	-1	-6	1	-3	-4
Cc1cccc(-c2nnc3n2N=C(c2ccc(Br)cc2)CS3)c1	7	x	4	-1	2	-3	x	-1	x
C#CCSc1nnc(-c2cc3c(C(F)(F)F)nn(C)c3s2)n1C	-9	1	-5	0	-7	0	5	-5	-1
O=C(COc1ccc(C(=O)c2ccccc2)cc1)Nc1ncccc1O	-3	4	-1	4	0	-7	9	3	1
CC1CCCCC12NC(=O)N(CC(=O)OCC(=O)N(C)C1CCCCC1)C2=O (centres undefined)	3	2	-5	3	7	x	10	x	-4
C[C@@H]1CN([C@H](C)CO)C(=O)c2cc(NS(=O)(=O)c3ccc(F)cc3)ccc2O[C@@H]1CN(C)Cc1ccc(Cl)c(Cl)c1	x	25*	29*	x	0	x	7	x	10
C[C@H]1CN=C(N(C)C)N1CCCCc1ccccc1	-2	-4	2	1	-3	4	-9	-3	1
CCOc1ccc(S(=O)(=O)N2CCN(C(=O)CN3C(=O)NC4(CCCC4)C3=O)CC2)cc1	-4	-3	-2	0	-7	-3	-9	0	-21
CCOc1ccc(C(C)=O)cc1NC(=O)/C=C\C(=O)O	6	3	-1	2	1	5	10	5	3
CCOC(=O)c1c(NC(C)=O)sc2c(OCC(O)CN(CC)CC)c(Br)ccc12 (centres undefined)	2	1	-2	-1	-2	10	3	1	-5
N=c1n(N)c2ccccc2n1CC(=O)c1ccc(Br)cc1	-2	4	1	0	-2	4	3	1	-1
CCOc1c2ccc(C(=O)N[C@H](C)C3CCCCC3)cc2nn1CC	6	3	-1	-2	0	2	6	-4	-1
NN=C(c1ccccc1)c1ccccc1	-1	x	-7	3	-7	-3	x	-1	x
CCc1[nH]nc2c1C(c1ccncc1)C(C#N)=C(N)O2 (centres undefined)	6	-1	-5	-1	-4	1	13	-2	5
CCC1Oc2ccc(C)cc2N(CC(=O)N(Cc2cccnc2)Cc2ccc(C)o2)C1=O (centres undefined)	6	2	1	0	-4	2	2	0	-4
COc1cc(/C=N/NC(=O)/C(=C/c2ccccc2)CCO)ccc1O	-4	-1	-6	0	-4	4	-1	1	-1
O=c1[nH]nc(-c2cccs2)c2ccccc12	-6	1	2	0	0	-9	14	3	0
CCOc1cccc(-c2c(C(=O)N/N=C/c3ccc(C)o3)nnn2-c2nonc2N)c1	-2	5	4	-2	-5	-1	13	2	2
O=[N+]([O-])c1ccc(C(O)CN2CCN(c3ccccc3)CC2)cc1 (centres undefined)	-3	5	6	-5	-3	0	2	-6	-10

Some of the compounds tested; the hit share may differ from the screen's.
